RORg inh – qHTS for inhibitors of ROR gamma transcriptional activity | Nuclear receptor ROR-gamma (Mus musculus), P51450 | Drosophila S2 Gal4-RORgamma UAS-luciferase reporter, 20 h | Potency, µM (highest dose often 53.6 µM), inactives show at the highest dose activity change, negative = inhibition, actives largely listed as inhibitors | 310,000 compounds, 5.4% hits; note: potency is the fitted concentration of half-maximal effect; % is set by controls: 0 for no effect and ±100 for the full control effect; nearly all actives have a fitted effect of over 60% in size
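Luminescence from a UAS-regulated Photinus luciferase reporter in stably transfected Drosophila Schneider cells is measured; decreased signal marks ROR gamma inhibition. Fusion expression is induced by 700 uM copper sulfate for 20 hr.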
TRPV1 agonist – HTS Assay for Compounds that Act as Agonists of the Vanilloid Receptor 1; activation, % at 8.33 µM; TRPV1-expressing cells, Fluo-8 calcium influx, agonist mode; 320,000 compounds, 0.19% hits; Transient receptor potential cation channel subfamily V member 1 (Homo sapiens), Q8NER1; in the data active = activation above about 80%; inconclusive = between about 30% and that limit; note: 0% is about no effect
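TRPV1-expressing cells were cultured overnight at 35.5C and loaded with Fluo-8 calcium dye for 40 to 90 min at room temperature. After a 10 s baseline, compound was added and calcium influx was read kinetically for 3 min (ex 480/em 520 nm).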
p53 reactivator – qHTS assay for re-activators of p53 using a Luc reporter; H1299 p53-A138V BP100-luciferase reporter, luminescence, 24 h; Potency, µM (top dose mostly 92.2 µM), for inactives: at the top dose activity change, positive = activation, usual class: activators; 320,000 compounds, 0.063% hits; AID 504706, 2011; note: potency is the fitted concentration of half-maximal effect; % of control where 0% means no effect; nearly all actives have a fitted effect of over 45% in size
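p53-null H1299 cells stably carrying temperature-sensitive p53-A138V and a BP100-luciferase reporter were pinned with compounds (4-point, 1:5 series) and held 24 hrs at 37 deg C. Luminescence was read 10 min after detection reagent.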
Rab9 promoter act – qHTS Assay for Rab9 Promoter Activators | 320,000 compounds, 2.8% hits | Potency, µM (top dose mostly 9.22 µM), without a hit: at the top dose activation, negative = inhibition, most hits filed as activators | AID 485297, 2010 | Huh7 Rab9 promoter-luciferase reporter, luminescence, 24 h; note: potency is the fitted concentration of half-maximal effect; % of control where 0% means no effect; nearly all actives have a fitted effect of over 60% in size
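Promoter activation is measured as luciferase luminescence in Huh7 cells stably transfected with a Rab9 promoter–luciferase construct, following 24 h compound exposure at 37 °C and 10 min reagent incubation at ambient temperature.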
Tb PFK inh – qHTS Assay to Find Inhibitors of T. brucei phosphofructokinase | Potency, µM (titrated, usually from 57.5 µM), for inactives: at the top dose activity, negative = inhibition, hits mostly inhibitors | 330,000 compounds, 0.17% hits | ATP-dependent 6-phosphofructokinase (Trypanosoma brucei brucei), O15648 | T. brucei PFK, ADP-Glo luminescence;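 note: potency is the fitted concentration of half-maximal effect; 0% = uninhibited 1x PFK enzyme wells and -100% = no-enzyme wells; nearly all actives have a fitted effect of over 60% in size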
Target sequence (O15648 whole entry, looked up): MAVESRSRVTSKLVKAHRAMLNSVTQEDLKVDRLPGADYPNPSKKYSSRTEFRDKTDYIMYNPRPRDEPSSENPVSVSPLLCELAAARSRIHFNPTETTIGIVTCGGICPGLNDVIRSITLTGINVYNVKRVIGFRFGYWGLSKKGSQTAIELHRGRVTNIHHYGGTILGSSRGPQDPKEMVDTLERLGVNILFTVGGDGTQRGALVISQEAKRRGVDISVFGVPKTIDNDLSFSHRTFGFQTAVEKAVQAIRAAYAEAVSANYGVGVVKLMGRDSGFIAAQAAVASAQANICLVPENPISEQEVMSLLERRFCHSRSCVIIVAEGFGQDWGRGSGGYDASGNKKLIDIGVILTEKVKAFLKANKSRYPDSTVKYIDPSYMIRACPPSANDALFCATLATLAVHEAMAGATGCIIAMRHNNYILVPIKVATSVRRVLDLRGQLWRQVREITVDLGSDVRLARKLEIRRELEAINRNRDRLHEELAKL
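In TEA buffer at pH 8.0 with 5 mM MgCl2, enzyme (1.25 nM) converted F6P (0.5 mM) and ATP (0.1 mM) for 45 min at room temperature. ADP product was read by luciferase luminescence.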
BRCA1 expr up – qHTS Assay to Identify Small Molecule Activators of BRCA1 Expression | MCF7-BRCA1-FFLuc reporter, luminescence, 48 h; response scale: scaled: vehicle 0%, 10 µM genistein 100% | 380,000 compounds, 1.1% hits | Potency, µM (top dose mostly 46.1 µM), without a hit: at the top dose activation, hits mostly activators; note: potency is the fitted concentration of half-maximal effect; nearly all actives have a fitted effect of over 80% in size; some results filed as inactive show a strong effect at the top dose
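MCF7-BRCA1-FFLuc, 2000 cells/well; 2 h attach, 37 °C/5% CO2; compound 48 h; luciferase substrate 15 min; luminescence end-point. Norm. to genistein 10 microM max activation and DMSO; concentration-response curves fitted.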
NPC1 promoter act – qHTS Assay for NPC1 Promoter Activators | Huh7 NPC1 promoter luciferase reporter, 24 h | Potency, µM (series often up to 9.22 µM), for inactives: at the highest dose activation, hits mostly activators | 320,000 compounds, 2.4% hits | AID 485313, 2010;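 note: potency is the fitted concentration of half-maximal effect; % of control where 0% means no effect; nearly all actives have a fitted effect of over 60% in size; reporter is driven by a mutant NPC1 promoter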
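Luminescence from an NPC1 promoter-driven luciferase reporter in stably transfected Huh7 cells was measured after 24 h compound treatment at 37 °C, followed by 10 min ambient incubation with luciferase detection reagent.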
FLuc counter – qHTS profiling assay for firefly luciferase inhibitor/activator using purifed enzyme and Km concentrations of substrates (counterscreen for miR-21 project); AID 588342, 2011; Luciferin 4-monooxygenase (Photinus pyralis), P08659; purified FLuc, Km substrates, luminescence inhibition; Potency, µM (series often up to 57.5 µM), without a hit: at the top dose activity change, negative = inhibition, usual class: inhibitors; 360,000 compounds, 6.9% hits;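 note: potency is the fitted concentration of half-maximal effect; plate controls were vehicle for no effect and reference inhibitor for full effect; nearly all actives have a fitted effect of over 55% in size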
Target sequence (P08659 whole entry, looked up): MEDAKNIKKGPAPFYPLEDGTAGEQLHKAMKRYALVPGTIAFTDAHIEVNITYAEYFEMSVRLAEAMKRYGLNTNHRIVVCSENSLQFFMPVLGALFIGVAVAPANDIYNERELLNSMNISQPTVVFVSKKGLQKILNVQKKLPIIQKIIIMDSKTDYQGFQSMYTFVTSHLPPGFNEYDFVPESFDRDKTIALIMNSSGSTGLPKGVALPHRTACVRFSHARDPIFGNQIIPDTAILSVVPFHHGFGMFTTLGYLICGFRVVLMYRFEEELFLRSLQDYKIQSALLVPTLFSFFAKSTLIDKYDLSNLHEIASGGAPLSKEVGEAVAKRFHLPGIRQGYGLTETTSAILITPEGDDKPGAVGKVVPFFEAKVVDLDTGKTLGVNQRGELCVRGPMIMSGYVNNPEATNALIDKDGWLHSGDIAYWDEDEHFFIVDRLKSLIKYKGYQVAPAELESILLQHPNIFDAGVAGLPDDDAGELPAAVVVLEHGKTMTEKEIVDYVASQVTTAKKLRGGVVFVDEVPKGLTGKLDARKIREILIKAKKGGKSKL
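Purified P. pyralis luciferase (10nM final) with 10uM D-luciferin and 10uM ATP (Km levels) in 50mM Tris acetate pH 7.5, 10mM Mg acetate, 0.01% Tween-20, 0.05% BSA; qHTS 6-point titration, ~60 µM downward; luminescence read.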
ELG1 genotoxic – qHTS screen for small molecules that induce genotoxicity in human embryonic kidney (HEK293T) cells expressing luciferase-tagged ELG1. HEK293T ELG1-luciferase reporter, luminescence, 16 h. Potency, µM (doses to about 46 µM), for the others: at the highest dose activity change, positive = activation, most hits filed as activators. 330,000 compounds, 1.3% hits; note: potency is the fitted concentration of half-maximal effect; % of control where 0% means no effect; nearly all actives have a fitted effect of over 60% in size
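DMSO vehicle served as control against compound-treated ELG1-luciferase HEK293T cells; exposure lasted 16 hr at 37 °C and 5% CO2, followed by ONE-Glo luminescence detection after 30 min.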
VP16 counter – VP16 counterscreen qHTS for inhibitors of ROR gamma transcriptional activity; Drosophila S2 Gal4-VP16 UAS-luciferase, luminescence, 20 h; Potency, µM (doses to about 53.6 µM), inactives show at the highest dose activity, negative = inhibition, most hits filed as inhibitors; 310,000 compounds, 3.5% hits; AID 2546, 2010;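 note: Gal4-VP16 expression switched on by copper sulfate through the metallothionein promoter; potency is the fitted concentration of half-maximal effect; % is set by controls: 0 for no effect and ±100 for the full control effect; nearly all actives have a fitted effect of over 50% in size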
ELG1 repair inh – qHTS screen for small molecules that inhibit ELG1-dependent DNA repair in human embryonic kidney (HEK293T) cells expressing luciferase-tagged ELG1; HEK293T ELG1-luciferase reporter, luminescence, 16 h; DNA damage induced by 5-fluorouridine; Potency, µM (top dose mostly 46.1 µM), for inactives: top-dose activity change, negative = inhibition, usual class: inhibitors; AID 504467, 2011; 330,000 compounds, 2.3% hits; note: potency is the fitted concentration of half-maximal effect; % is set by controls: 0 for no effect and ±100 for the full control effect; nearly all actives have a fitted effect of over 55% in size
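Overnight (16 hr) co-exposure of 2,000 cells/well to 5-fluorouridine and compound at 37 °C preceded detection. Luciferase was quantified via ONE-Glo luminescence; loss of signal denotes inhibition.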
Numbers without * were called inactive; ? = inconclusive; · = no result given; & = joins results of further samples; [ ] = remark or other dose. Unless noted, calls come from the whole dose curve; as a rule, active = well fitted curve in the direction sought with a large enough effect; inconclusive = small, poorly fitted or top-dose-only effect, or another doubt; inactive = no such curve, though single readings can be large; an effect the other way counts as inactive or inconclusive. Compounds were not picked by outcome; about 15% have a hit in one of these screens.

SMILES	RORg inh	TRPV1 agonist	p53 reactivator	Rab9 promoter act	Tb PFK inh	BRCA1 expr up	NPC1 promoter act	FLuc counter	ELG1 genotoxic	VP16 counter	ELG1 repair inh
COC(=O)CCCCCN1C(=O)NC(c2ccc(-c3ccccc3)cc2)C(C(=O)OCc2ccccc2)=C1C (centres undefined)	28%&2%	-6	9%	-4%	11%	2%	-3%	2%	-1%	0%&9%	?
Cc1cc2oc(=O)cc(C)c2cc1NC(=O)CCC(=O)O	1%	0	-2%	-2%	-3%	12%	0%	0%	-2%	-3%	15%
CCc1ccc(OCC(=O)Nc2cccc3nsnc23)cc1	1%	23	4%	-6%	2%	-1%	-2%	17µM*	3%	5%	9%
O=S(=O)(c1ccc2c(c1)OCCO2)N1CCN(S(=O)(=O)c2ccccn2)CC1	·	·	-3%	·	-5%	12%	·	·	2%	·	11%
COc1cccc(OC(=O)CSc2nnc(-c3ccccc3Br)o2)c1	-10%	3	-4%	-2%	20%	-2%	-2%	?	4%	1%	11%
CCOc1ccc(C(=O)NCC(C)NC(=O)c2ccc(OCC)cc2)cc1 (centres undefined)	-1%	-3	8%	-3%	-4%	8%	-4%	-1%	1%	-3%	-8%
CCCn1cc(SCC(=O)Nc2ccc3c(c2)OCO3)c2ccccc21	?	28	-3%	1%	2%	1%	-3%	-4%	-6%	-9%	-9%
CCN(CC(=O)NCc1cccs1)C(=O)/C=C/c1cc(OC)c(OC)c(OC)c1	·	-1	-5%	-2%	0%	0%	-5%	5%	9%	·	1%
NNC(=S)Nc1ccc(C(F)(F)F)cc1Cl	11µM*	-1	3%	1%	0%	3%	-3%	-2%	0%	?	16%
Cc1ccc2[nH]c3c(N4CCc5ccccc5C4)ncnc3c2c1	?	?	-1%	-21%	-3%	-62%	-22%	?	-16%	3.2µM*	?
CCN(c1ccccc1)S(=O)(=O)c1ccc(OC)c(NC(=O)COc2ccc(C(C)=O)cc2)c1	·	1	6%	-7%	0%	-32%	-11%	-1%	-8%	·	-25%
CC(C)(C)c1nnc(N/N=C/c2ccccc2O)n(N)c1=O	10µM*	6	?	-16%	2%	-86%	-7%	?	-2%	11µM*	21µM*
CC(C)N(Cc1nc(-c2ccc(Cl)cc2)no1)C(=O)CCC1CCCC1	22%	1	6%	0%	-3%	-19%	0%	5%	-1%	?	-8%
CCCc1cc(=O)oc2cc(OCc3ccc(OC)cc3)c(Cl)cc12	23%	1	-23%	-3%	0%	7%	-1%	4%	11%	-23%	15%
Cc1c([N+](=O)[O-])nnn1-c1cc(Cl)cc(Cl)c1	1%	-7	7%	0%	-2%	-23%	-3%	-2%	3%	0%	-2%
Cc1sc(NC(=O)CN(Cc2ccccc2)C(=O)C2CC2)c(C(N)=O)c1C	1%	0	-5%	1%	-3%	-9%	-5%	2%	-6%	1%	?
COc1ccc(NC2CCCN(C(=O)c3ccc(OC)cc3OC)C2)cc1 (centres undefined)	32%	0	-4%	4%	1%	15%	0%	0%	-2%	9%	-18%
C=CCn1c(SCC(=O)NC2CCCc3ccccc32)nnc1-c1ccncc1 (centres undefined)	20%	0	8%	-1%	5%	-9%	1%	3%	-2%	-2%	2%
Cc1c(C(=O)N(C)Cc2ccccc2)oc2ccc(S(=O)(=O)N3CCCC3)cc12	?	23	-25%	-6%	-2%	-23%	-1%	-1%	0%	?	?
CCOC(=O)c1c(O)c2c(n(Cc3ccco3)c1=O)CCCC2	12%	-5	1%	-2%	-6%	21%	-1%	2%	1%	-1%	?
COc1ccc(CCNC(=O)c2cc3c(cc2Cl)N2CCCCCC2=NS3(=O)=O)cc1	·	2	-2%	6%	0%	-1%	10%	-1%	-4%	·	0%
Cc1cc(C)cc(NC(=O)CN2CCC(C(=O)c3ccccc3)CC2)c1	-1%	4	-4%	4%	3%	-22%	-2%	2%	-3%	-1%	-1%
Cc1cc(C(=O)OCC(=O)N2CCCCCC2)ccc1[N+](=O)[O-]	·	11	18%	7%	-5%	-1%	-3%	1%	1%	·	0%
CCOC(=O)c1sc(=NC(=O)CCS(=O)(=O)c2ccccc2)n(C)c1C	5%	3	3%	3%	-1%	-3%	-5%	0%	-7%	14%	2%
CCN1CCN(C(c2cccs2)C(C)NC(=O)c2cccnc2)CC1 (centres undefined)	-20%	-4	0%	-3%	-2%	0%	-6%	-2%	2%	-1%	-1%
COC(=O)COC(=O)c1ccc(Oc2nc(OC)nc(N(C)C)n2)cc1	-4%	5	-2%	-13%	-7%	1%[1.84 µM]	-1%	-1%	0%	0%	-1%
COc1cccc(N/C(=N/C(=S)Nc2ccc(C)cc2C)Nc2nc(C)cc(C)n2)c1	1.3µM*	4	6%	-9%	1%	-55%	1%	-6%	0%	3.2µM*	26µM*
O=C(COC(=O)C1COc2ccccc2O1)NC1CCCCC1 (centres undefined)	·	·	9%	·	2%	-13%	·	·	1%	·	7%
COc1ccc(CCOC(=O)CNC(=O)c2ccc(Cl)cc2Cl)cc1	3%	-4	-8%	-1%	-2%	-3%	0%	-14%	3%	1%	6%
CN(C)c1ccnc(-n2cccc2/C=N/OCc2ccccc2)c1C#N	27%	29	0%	0%	2%	-11%	1%	2%	1%	26%	-21%
COc1ccc(OCc2nc(N)nc(Nc3ccc(C)cc3)n2)cc1	7%	28	15%	15%	6%	16µM*	22%	?	2%	10%	22%
COC1c2ccccc2C(=O)N1Cc1ccc(F)cc1 (centres undefined)	25%	-1	·	-5%	7%	-20%	0%	4%	0%	1%	5%
CC(NC(=O)OCc1ccccc1)C(=O)Oc1cc2oc(=O)cc(-c3ccccc3)c2cc1Cl (centres undefined)	1%	7	-18%	6%	6%	5%	3%	1%	-9%	5%	21µM*
CCC[C@@H]1C[C@@]1(CCC)[C@@H](NC(=O)c1ccccc1)c1ccc(C(=O)OC)cc1	?	7	13%	-7%	4%	-37%	-6%	-18%	1%	-4%&0%	?
O=[N+]([O-])c1ccc(C2CNC(c3ccccc3)O2)cc1 (centres undefined)	-3%	-1	-5%	3%	-10%	2%	-2%	2%	-7%	-3%	-7%
CC(C)Oc1cccc(C(=O)C2CCCN(C(=O)c3cc(C(F)(F)F)[nH]n3)C2)c1 (centres undefined)	?	?	12%	-4%	-1%	-23%	-1%	-4%	-4%	?	-3%
O=C(COc1ccccc1Cl)Nc1ccc(C(=O)c2ccc(C(=O)O)cc2)cc1	33%	18	-6%	13%	0%	28%	1%	?	2%	-4%	9%
CN(C)c1ccc(/C=N/NC(=O)c2ccc(-n3cnnn3)cc2)cc1	·	?	-3%	14%	-8%	4%	-1%	1%	-5%	·	9%
Cc1ccc(S(=O)(=O)N2CCOCC2)cc1NC(=O)COC(=O)CCn1c(C)csc1=O	-10%	8	26%	5%	4%	-3%	1%	2%	8%	-3%	2%
CCOC(=O)N1CCC(NC(=O)c2cc(C(=O)Nc3ccc(OCC)cc3)ccc2CO)CC1	-21%	-1	-1%	2%	0%	66%	-3%	1%	-3%	-8%	-13%
COc1ccc(N2CCN(C(=O)CCNS(=O)(=O)c3cccs3)CC2)cc1	18%	0	-6%	-8%	1%	1%	1%	5%	-1%	-22%	-15%
CC(=O)OCCOc1nc(NC(C)C)nc(NC(C)C)n1	15%	0	-1%	2%	1%	-5%	-4%	-1%	0%	-9%	-2%
CCOc1ccc(Nc2nc(NCc3ccco3)nc(N)c2[N+](=O)[O-])cc1	3%	·	-1%	0%	2%	-13%	1%	2%	5%	0%	24%
O=C(/C=C/c1ccccc1)Nc1cccc(C(=O)O)c1	4µM*	-5	-12%	?	-6%	-79%[inhibitor]	?	0.067µM*	-15%	5.6µM*	?
